TNAP activation fold: human TNAP enzyme activators, primary screen, biochemical, luminescent, no phosphate acceptor, uHTS (AID 1001) | Alkaline phosphatase, tissue-nonspecific isozyme (Homo sapiens) | activation fold at 20 µM, or EC50 in µM where a hit was titrated | purified TNAP, luminescent activation assay, no phosphate acceptor; higher activation fold means a stronger effect | actives 0.03% (n = 200,000); in the data active means activation fold from about 3, or a potency from the dose series; inactive means the rest, 99 in 100 with activation fold below about 1.6; further: many of its hits are not listed in these tables
human PMI inhibition: inhibitors of human PMI, primary screen, biochemical, fluorescence intensity, coupled assay (AID 1209); Mannose-6-phosphate isomerase (Homo sapiens); purified PMI enzyme, coupled fluorescence intensity; higher % means a stronger effect; one-dose inhibition, % at 20 µM; IC50 in µM for titrated hits; actives 0.42% (n = 190,000);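 further: plate controls were DMSO vehicle for no effect and wells lacking substrate for full effect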
West Nile virus CPE: West Nile virus antiviral activity, cell-based, CPE readout (AID 1621). West Nile virus-infected cells, CPE inhibition; higher % means a stronger effect. CPE inhibition, % at 10 µM, or IC50 in µM where a hit was titrated. actives 0.02% (n = 290,000); in the data active means a potency from the dose series; inconclusive means CPE inhibition mostly from about 3.7% at the one dose, without a potency; inactive means the rest, 99 in 100 with CPE inhibition below about 2.2%; further: strong numbers were not always called active
M17LAP inhibition: P. falciparum M17LAP inhibitors, primary screen, biochemical, fluorogenic H-Leu-NHMec substrate, 1536-well (AID 1619); actives 0.38% (n = 220,000); recombinant M17LAP, H-Leu-NHMec fluorogenic kinetic assay; higher % means a stronger effect; inhibition, % at 30 µM; hits with a dose series show IC50 in µM; Leucine aminopeptidase (Plasmodium falciparum (isolate 3D7));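 active means compound inhibiting the enzyme by more than half at any dose during confirmatory dose-response retesting; inconclusive means strong single-dose inhibitors picked by rank but not retested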;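 further: plate controls were full reaction with DMSO carrier for no effect and no enzyme background for full effect; strong numbers were not always called active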
UTI89 phage lysis: inhibition of K1F phage lysis, E. coli UTI89, bacterial capsule biogenesis inhibitors, alamar blue (AID 488966). one-dose inhibition, % at 100 µM; IC50 in µM for titrated hits. actives 0.02% (n = 340,000). E. coli UTI89 K1F phage lysis, alamar blue, 2 h; higher % means a stronger effect;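 active means phage lysis inhibition, versus mean bacterial control, above a set limit; inconclusive means no clear call, values can overlap the other calls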;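 further: capsule biogenesis inhibitors block K1F phage lysis so surviving cells raise fluorescence; higher fluorescence means more inhibition of phage lysis; actives were called in the ten point dose series up to 300 µM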
PMI inhibition: human PMI inhibitors, high substrate, primary screen, biochemical, fluorescence intensity, high mannose 6-phosphate (AID 1220); Mannose-6-phosphate isomerase (Homo sapiens); recombinant PMI enzyme, coupled fluorescence intensity; higher % means a stronger effect; one-dose inhibition, % at 20 µM; IC50 in µM for titrated hits; actives 0.66% (n = 190,000)
T cell modulator: modulators of CD8 T cell-vesicle binding, primary screen, mouse 2C CD8+ T cells, flow cytometry. 2C CD8+ T cell-vesicle binding; hits give low values. calls only at 7 µM. actives 0.068% (n = 330,000). AID 2052, 2009;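 active means response, share of CD8 T cells binding vesicles, and their 90th percentile fluorescence all below set limits, cut at about 80% in these data, passing the limit was not always enough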
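Material: 2C TCR transgenic mouse naive CD8+ T cells, MACS-purified. Also added: QL9-charged Drosophila Ld/ICAM-1/B7-1 vesicles. Timing: binding 1.5 h at 37 °C. Measured by: high-throughput flow cytometry with anti-B7-1 and anti-CD8 staining. Read-out: percent CD8+ FL2 mean versus row control. Controls: Unloaded micro-vesicles (low), QL9 vesicles with 0.7% DMSO (high).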
P. falciparum M1AAP: P. falciparum M1AAP inhibitors, biochemical, fluorogenic H-Leu-NHMec substrate, 1536-well (AID 1445); Aminopeptidase N (Plasmodium falciparum (isolate 3D7)); recombinant M1AAP, H-Leu-NHMec fluorogenic kinetic assay; higher % means a stronger effect; inhibition, % at 30 µM, or IC50 in µM where a hit was titrated; actives 0.42% (n = 220,000);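 active means primary inhibition above the hit cutoff, then over 50% inhibition at one or more dose response concentrations, cut at about 23% in these data, passing the limit was not always enough; inconclusive means conflicting primary data, or primary hits not chosen for dose response; inactive means low primary inhibition, or under 50% at every dose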;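 further: plate controls were DMSO full reaction for no effect and no enzyme background for full effect; strong numbers were not always called active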
RSV CPE inhibition: RSV antiviral activity via CPE protection, HEp-2 cells, primary 10 µM value included (AID 2391). HEp-2 cells, RSV-induced CPE inhibition; higher % means a stronger effect. one-dose CPE inhibition, % at 10 µM; IC50 in µM for titrated hits. actives 0.13% (n = 310,000); in the data active means a potency from the dose series; inconclusive means CPE inhibition mostly from about 23% at the one dose, without a potency; inactive means the rest, 99 in 100 with CPE inhibition below about 21%; further: strong numbers were not always called active
T cell modulator vesicle-bound %: also measured in T cell modulator; calls as there; double positive events, %; measured here: CD8+ vesicle-bound cell fraction;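 binding gate set so that unloaded-vesicle control wells show 10% double positive cells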
The depositor's hits bear a star; i = inactive; ? = inconclusive; · = no result given; [ ] = another dose, or the depositor's remark. Unless noted, no stated cut-off is given here; in the data, active means inhibition above about 50%; inactive means the rest.

Each structure is followed by: human PMI inhibition	P. falciparum M1AAP	M17LAP inhibition	T cell modulator	RSV CPE inhibition	TNAP activation fold	UTI89 phage lysis	West Nile virus CPE	PMI inhibition	T cell modulator vesicle-bound %
CCN(CC)C(=O)Cc1cc(C(=O)O)c2ccccc2n1
    3%	-3%	-8%	i	-0.9%	1.1	1.3%	-0.3%	-11%	25
CN(C)Cc1c(C(=O)N/N=C/c2ccccc2OCc2c(F)cccc2Cl)nnn1-c1nonc1N
    ·	·	·	i	1.1%	·	0.4%	1.5%	·	17
COc1ccc(CCn2c(C)cc(C(=O)COC(=O)c3ccc(NC(=O)CC#N)cc3)c2C)cc1
    ·	·	·	i	4.9%	·	-0.1%	-0.1%	·	32
COCCCNC(=O)CSC1=Nc2ccccc2C2=NC(c3ccccc3)C(=O)N12 (stereo not drawn)
    -6%	5%	-20%	i	-0.2%	1	0.9%	-0.4%	-1%	52
CCOC(=O)c1c(N2C(=O)Nc3ccccc3N2O)n[nH]c1-c1cccc(Cl)c1
    -24%	10%	25%	i	0.9%	1.2	0.5%	-0.5%	-13%	58
Cc1cc(C)cc(NC(=S)NCc2cccs2)c1
    -7%	3%	-5%	i	3.9%	1	1.2%	-1.2%	-5%	36
COc1ccc(N2CCN(C(=O)NC(=O)c3ccc(Cl)cc3)CC2)cc1
    ·	·	·	i	19%	·	0.1%	1.3%	·	33
O=C(Nc1ccc(C(=O)OC2CCCCC2)cc1)c1ccncc1
    ·	·	·	i	1.1%	·	-0.2%	1.0%	·	63
N#C/C(=C\c1cccnc1)C(=O)Nc1ccc(S(N)(=O)=O)cc1
    ·	·	·	i	0.3%	·	0.0%	0.0%	·	58
Clc1ccsc1-c1ccc2ccccc2n1
    1%	-5%	-5%	i	3.8%	1	3.1%	0.1%	0%	26
COCCn1c(=NC(=O)c2nc3ccccc3s2)sc2cc(S(C)(=O)=O)ccc21
    8%	9%	2%	i	1.2%	1	-4.9%	-0.3%	-2%	39
O=C(Nc1cccc(NC(=O)c2ccc(-c3ccc(Br)cc3)o2)c1)c1ccco1
    2%	7%	7%	i	4.2%	1.1	0.6%	?	10%	58
COC(=O)c1ccc(C2C(Oc3ccccc3)C(=O)N2CCc2ccc(F)cc2)cc1 (stereo not drawn)
    -5%	-4%	1%	i	2.2%	1.1	3.8%	?	-7%	12
COc1ccc(CNC2CCN(Cc3ccccc3)CC2)cc1
    ·	·	·	i	-1.5%	·	0.6%	-0.2%	·	39
CC(C)OP(=O)(c1ccc(N(C)C)cc1)C(O)c1ccc(Br)cc1 (stereo not drawn)
    ·	·	·	i	2.9%	·	0.0%	-1.1%	·	58
CCN1C(=O)c2cccc3c(N)ccc1c23
    65%*	·	·	i	1.8%	1	-5.8%	1.1%	·	56
CC1Cc2nc(SCC(=O)N3CCCC3)n(C)c(=O)c2S1 (stereo not drawn)
    12%	-6%	20%	i	6.0%	1.1	-1.2%	0.1%	10%	32
CCCCN(C)CCOc1ccccc1OCC
    -2%	-5%	10%	i	-0.5%	1.1	-0.2%	-0.4%	-7%	1
C/C(=N/NC(=O)CN1CCN(Cc2ccccc2Cl)CC1)c1ccncc1
    13%	-3%	4%	i	1.4%	1.1	1.4%	-1.3%	7%	21
CC1CCN(S(=O)(=O)c2cccc(C(N)=O)c2)CC1
    2%	-6%	-1%	i	1.9%	1.1	-0.1%	0.1%	0%	35
CC1CCCCN1CCNC(=O)c1ccc2c(c1)N(Cc1ccccc1)C(=O)c1ccccc1S2(=O)=O (stereo not drawn)
    ·	·	·	i	1.1%	·	0.4%	-0.9%	·	9
COc1ccc(Cl)cc1NC(=O)COC(=O)C(CC(C)C)N1C(=O)C2CC=CCC2C1=O (stereo not drawn)
    24%	-1%	0%	i	2.2%	1	2.2%	-0.5%	18%	18
CC1(C)C(=O)Nc2ccccc2N1C(=O)COc1ncnc2c(Cl)cc(Cl)cc12
    -13%	9%	-1%	i	-1.6%	0.8	10.0%	-0.1%	-3%	40
COc1cccc(C2c3[nH]c4ccccc4c3C[C@H]3C(=O)N(CCCO)CC(=O)N23)c1OC (stereo partly drawn)
    ·	·	·	i	1.5%	·	0.1%	-0.6%	·	48
O=C(NCCN1CCCCC1)Nc1ccccc1Cl
    ·	·	·	i	-0.1%	·	0.2%	-0.3%	·	52
Cc1cc(C)cc(N(C(=O)CCC(=O)Nc2ccccn2)C(C(=O)NC(C)C)c2ccc(O)cc2)c1 (stereo not drawn)
    1%	3%	11%	i	1.5%	1.1	·	0.3%	-2%	4
Cc1oc(-c2ccccc2Cl)nc1CS(=O)CC(=O)NCCc1ccccc1 (stereo not drawn)
    ·	·	·	i	0.8%	·	-0.3%	0.1%	·	27
Cc1ccnc(SC2CC(=O)N(c3ccc(F)cc3)C2=O)n1 (stereo not drawn)
    ·	·	·	i	0.5%	·	-1.6%	-0.6%	·	59
N#CCc1nn(-c2ccc(Cl)cc2)c(N)c1C#N
    4%	3%	2%	i	3.6%	1.3	8.2%	-0.6%	-2%	56
O=c1c(-c2ccccc2)c(O)c2c(n1-c1ccccc1)CCCC2
    -1%	17%	13%	i	0.9%	1	1.1%[50 µM]	-0.2%	7%	54
CCC(C(=O)NCc1ccco1)n1nc(C)c2c(C)n(-c3ccc(C)cc3)nc2c1=O (stereo not drawn)
    ·	·	·	i	?	·	0.0%	-0.7%	·	22
CC1(C)CC(=O)C=C(Nc2cccc(F)c2)C1
    ·	·	·	i	0.7%	·	0.3%	-0.5%	·	28
CCC1Cc2c(nc(N)c3c(N)nc(N4CCCCC4)c(C#N)c23)O1 (stereo not drawn)
    22%	5%	-16%	i	16%	1.2	-0.1%	-0.6%	·	46
CCc1ccc(N2Cc3ccccc3C2)cc1
    ·	6%	-3%	i	0.5%	·	1.2%[50 µM]	0.0%	·	33
O=C(Cn1nc(Cl)nc1Cl)c1ccc(F)cc1
    ·	·	·	i	1.2%	·	0.1%	-0.2%	·	23
Cc1cc(C)c(S(=O)(=O)N2CCCOC2CNC(=O)C(=O)NCCC2=CCCCC2)c(C)c1 (stereo not drawn)
    17%	-5%	10%	i	0.9%	1	-5.6%	-0.7%	15%	32
Cc1c(Cl)c([N+](=O)[O-])nn1CCCC(=O)Nc1c(Cl)cccc1Cl
    12%	-1%	9%	i	2.2%	1.1	1.6%[50 µM]	-1.4%	0%	50
Cc1c(C(=O)O)sc2nc(/C=C/c3cccc(O)c3)[nH]c(=O)c12
    ·	·	·	i	1.1%	·	-0.1%	1.5%	·	52
COc1ccccc1N(CC(O)CN(c1ccccc1)S(C)(=O)=O)S(=O)(=O)c1ccccc1 (stereo not drawn)
    16%	0%	13%	·	1.8%	1.2	0.6%	-0.6%	5%	·
O=C(CCS(=O)(=O)c1cccs1)N1CCCC1
    -12%	1%	-15%	i	1.9%	1	-0.1%	0.4%	-13%	51
CCn1cc([N+](=O)[O-])c(C(=O)Nc2ccc(Br)cn2)n1
    -5%	3%	19%	i	-0.2%	1.1	2.1%	·	-2%	38
COc1ccccc1OCCC(=O)OCC(=O)Nc1ccc(Br)cc1F
    2%	3%	-4%	i	-0.5%	1.1	0.4%	0.2%	9%	63
CC(C)NC(=O)/C(C#N)=C\c1ccc(N(C)C)o1
    24%	6%	38%	i	-0.4%	0.7	-1.0%	0.2%	23%	25
COc1ccc(-c2cc(C(F)F)n3ncc(C(=O)n4ccnc4C)c3n2)cc1
    16%	13%	-45%	i	19%	1.2	4.9%	0.2%	2%	44
CC(C)(C)NC(=O)CN(C(=O)C(=O)Nc1ccc2c(c1)OCCO2)N1CCOCC1
    ·	·	·	i	0.8%	·	0.3%	0.7%	·	40
CCC/C=N/NC(=O)C1COc2ccccc2O1 (stereo not drawn)
    -2%	-4%	5%	i	3.4%	1.1	0.3%	0.9%	-3%	25
COc1ccc(CCNC(=O)CCc2ccsc2)cc1OC
    ·	·	·	i	0.5%	·	0.1%	0.2%	·	43
O=C(NNC(=O)c1sccc1-n1cccc1)c1cccs1
    -4%	12%	15%	i	3.9%	1.1	-0.3%	-0.1%	7%	28
COc1ccc(-c2cn3cccnc3n2)cc1NC(=O)c1ccc(Br)o1
    -1%	11%	-11%	i	·	1.1	9.5%	3.0%	-1%	33
Cc1ccc(-c2c[n+](CC(=O)Nc3cc(=O)n(C)c(=O)n3C)c3n2CCC3)cc1
    6%	-1%	-6%	i	-0.1%	1.5	2.1%	0.7%	-5%	38
CCn1c(N)c(C(=O)NCC2CCCO2)sc1=S (stereo not drawn)
    70%*	15%	24%	i	-0.9%	1.2	0.4%	0.1%	33%	26
COc1cccc(C2C(C(=O)c3cccs3)=C(O)C(=O)N2c2cc(C)on2)c1 (stereo not drawn)
    -16%	6%	30%	i	0.1%	1	0.1%	0.1%	5%	21
O=C1C=C(Nc2ccc(Cl)cc2)CC(c2ccc(Cl)cc2)C1 (stereo not drawn)
    2%	0%	7%	i	0.1%	1.1	2.1%	-1.2%	3%	45
Cc1nnc(SCc2nc3ccccc3s2)n1-c1ccccc1
    -32%	4%	-2%	i	5.8%	1.1	1.2%	-0.7%	-39%	14
CCn1c(/N=C/c2ccccc2NS(=O)(=O)c2ccc(C)cc2)nc2ccccc21
    7%	13%	7%	i	19%	1.1	-0.1%	0.0%	2%	27
CCCN(CC(=O)Nc1ccccc1OC)C(=O)c1cc(S(=O)(=O)NCc2ccccc2)ccc1C
    ·	·	·	i	0.8%	·	-0.3%	0.0%	·	11
